From PubChem BioAssay
M4 ag: agonists of human muscarinic M4 receptor (CHRM4) | activation, % at 3 µM | hit rate 0.14% among 360,000 | AID 624127 | CHO-K1 hM4/Gqi5, Fluo-8 calcium fluorescence; vehicle 0%, full acetylcholine response 100% | P08173;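 active = activation above the run mean over all test wells plus 3 SD, cut at about 32% in these data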;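 note: peak over basal fluorescence ratio per well then scaled between controls; 0% = DMSO wells and 100% = acetylcholine at EC100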
Target sequence (P08173 whole entry, looked up): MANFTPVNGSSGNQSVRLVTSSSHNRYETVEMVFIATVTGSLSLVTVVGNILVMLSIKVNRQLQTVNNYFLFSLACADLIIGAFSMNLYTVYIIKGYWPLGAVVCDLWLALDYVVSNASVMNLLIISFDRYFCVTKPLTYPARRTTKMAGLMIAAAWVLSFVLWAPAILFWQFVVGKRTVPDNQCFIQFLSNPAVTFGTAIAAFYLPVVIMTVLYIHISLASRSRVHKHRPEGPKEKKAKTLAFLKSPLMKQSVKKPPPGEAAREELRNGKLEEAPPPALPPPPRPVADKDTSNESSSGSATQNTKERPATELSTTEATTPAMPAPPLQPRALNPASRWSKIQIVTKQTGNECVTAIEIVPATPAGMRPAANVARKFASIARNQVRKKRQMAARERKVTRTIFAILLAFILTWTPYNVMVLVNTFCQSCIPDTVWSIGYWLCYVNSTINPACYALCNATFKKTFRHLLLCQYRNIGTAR
M4 antag: blocks acetylcholine activation of human M4 receptor. P08173. CHO-hM4 cells, ACh EC80, Fluo-8 calcium fluorescence. inhibition, % at 3 µM. hit rate 0.73% among 360,000. AID 624125;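 active = inhibition above its plate's cutoff, the mean inhibition of sample wells plus 3 SD, cut at about 27% in these data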;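 note: 0% = acetylcholine EC80 with DMSO and 100% = DMSO without agonist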
CHO-K1 Ca antag: counter-screen for M1 antagonists: effect in parental CHO-K1 cells; ATP-induced calcium, Fluo-8 fluorescence; AID 602250; inhibition, % at 3 µM; hit rate 0.6% among 360,000;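 active = inhibition above a per-plate cutoff, the plate's mean sample inhibition plus 3 SD, cut at about 24% in these data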;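 note: 0% = DMSO plus EC80 ATP and 100% = DMSO alone without ATP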
CHO parental Ca: counter-screen for OX1R antagonists: effect in parental CHO cells; inhibition, % at 5.6 µM; AID 463079; parental CHO-K1, ATP-induced calcium, Fluo-8 fluorescence; hit rate 0.63% among 330,000;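 active = inhibition above that plate's mean sample inhibition plus 3 SD, cut at about 26% in these data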;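 note: 0% = ATP-challenged DMSO wells and 100% = DMSO wells without ATP; some compounds past the cut are filed as inactive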
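Test system: parental CHO cells; detection: calcium-sensitive Fluo-8 fluorescence; evaluation: percent inhibition of calcium signal; also added: ATP as calcium-mobilizing challenge; repeats: one well per compound; control set: ATP-challenged DMSO wells low, unchallenged DMSO wells high; compound: single nominal dose of 5.6 µM per compound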
M1 PAM: human CHRM1 positive allosteric modulation; P11229; activation, % at 3 µM; CHO-K1 hM1, Fluo-8 calcium fluorescence, ACh EC20; 0% = ACh EC20, 100% = maximal ACh; hit rate 0.088% among 360,000; AID 588819; in the data active = activation above about 19%, passing the limit was not always enough
Target sequence (P11229 whole entry, looked up): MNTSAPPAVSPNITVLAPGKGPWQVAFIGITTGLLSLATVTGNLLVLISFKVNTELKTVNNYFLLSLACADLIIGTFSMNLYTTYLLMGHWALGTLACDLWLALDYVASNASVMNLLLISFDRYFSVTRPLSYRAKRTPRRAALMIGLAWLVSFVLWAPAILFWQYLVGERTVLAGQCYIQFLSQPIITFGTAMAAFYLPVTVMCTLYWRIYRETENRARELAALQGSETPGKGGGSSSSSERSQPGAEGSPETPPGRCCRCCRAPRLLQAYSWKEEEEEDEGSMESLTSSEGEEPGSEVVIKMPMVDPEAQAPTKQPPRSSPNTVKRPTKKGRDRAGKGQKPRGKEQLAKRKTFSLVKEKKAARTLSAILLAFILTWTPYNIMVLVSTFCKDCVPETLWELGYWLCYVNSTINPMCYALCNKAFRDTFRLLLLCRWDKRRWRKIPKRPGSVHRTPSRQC
OXTR potentiator: human OXTR potentiation. P30559. CHO-OTR cells, Fluo-8 calcium fluorescence, potentiator mode; 0% = oxytocin EC15, 100% = EC100. hit rate 0.061% among 320,000. AID 2445. activation, % at 3 µM;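 active = activation above that plate's cutoff, the mean activation of tested compounds plus 3 SD, cut at about 6.6% in these data, passing the limit was not always enough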;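 note: 100% uses oxytocin at 75 nM as the full agonist control; some results filed as inactive read as strong as hits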
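Material: CHO-OTR cells, human receptor; compound dosing: single dose, 3.0 µM nominal final compound concentration; schedule: 6 min compound pre-incubation at room temperature, 100 s kinetic read; measured by: kinetic Fluo-8 calcium fluorescence; read-out basis: % activation vs EC15 and EC100 oxytocin; controls: EC15 oxytocin alone as 0%, 75 nM oxytocin as 100%; replicates: singlicate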
CHO-K1 Ca ag: nonselective activator or artifact in parental CHO-K1 cells. Fluo-8 calcium fluorescence; scaled to maximal ATP response, vehicle zero. activation, % at 3 µM. hit rate 0.48% among 360,000. AID 602248; in the data active = activation above about 15%;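 note: untransfected CHO-K1 host cells lacking M1 receptor as counterscreen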
M1 ag: agonists of human M1 muscarinic receptor; activation, % at 3 µM; hit rate 0.33% among 360,000; P11229; AID 588814; CHO-K1 hM1, Fluo-8 calcium fluorescence, agonist mode; 0% DMSO, 100% acetylcholine EC100;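 active = activation above the run's mean compound activation plus 3 SD, cut at about 16% in these data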;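 note: peak over basal fluorescence ratio within a 140 s kinetic read after compound addition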
M1 antag: antagonists of human M1 muscarinic receptor; hit rate 1.3% among 360,000; CHO-K1 hM1, Fluo-8 calcium fluorescence, ACh EC80 antagonist; inhibition, % at 3 µM; AID 588852;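 active = percent inhibition above its own plate's cutoff, namely the mean of that plate's compound wells plus 3 SD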;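 note: peak over basal fluorescence ratio during 140 s after agonist addition; 0% = ACh EC80 plus DMSO and 100% = DMSO alone without agonist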
Numbers without * were called inactive; / = no result given.

Every second line gives: M4 ag	M4 antag	CHO-K1 Ca antag	CHO parental Ca	M1 PAM	OXTR potentiator	CHO-K1 Ca ag	M1 ag	M1 antag
CN(C(=O)c1cccc(NC(=O)Cc2cccc(NC(=O)C3CCCN(C(=O)C4CC4)C3)c2)c1)C1CCC1 (stereo not drawn)
    -1	1	-11	/	5	/	-0.1	-3	-5
Cc1ccc(S(=O)(=O)NCC(=O)NCC(=O)NCCc2ccc(Cl)cc2)cc1C
    1	-2	4	/	17	/	0.2	-1	-27
O=C(Nc1ccc2c(c1)OCCO2)c1cc(-c2ccccc2)nc2ccccc12
    8	20	-1	-5	-8	-6	2.5	0	7
CC(=O)N1CCN(c2ccc(NCc3ccco3)cc2)CC1
    4	-1	8	-13	2	-7	0.2	-7	1
COc1ccc(CN2CCN(C(=O)CCC(=O)Nc3nnc(CC(C)C)s3)CC2)cc1F
    10	-1	3	-6	-17	-9	6.6	-2	25
O=C(COC(=O)c1ccccn1)NCc1cccc(Cl)c1
    0	1	14	/	10	/	-0.1	-2	-7
CCC(Sc1nc2ccccc2[nH]1)C(=O)Nc1cc(C)on1 (stereo not drawn)
    1	7	-1	-16	6	-6	0.8	-4	-3
O=C(Cc1ccc(Cl)cc1)OCc1nnc(-c2ccccc2)o1
    0	0	12	-11	6	3	0.0	-4	-6
COc1ccc(NS(=O)(=O)c2ccc(N3CCOCC3)c(NC(=O)c3cccc(F)c3)c2)cc1
    2	-1	-11	-17	4	-6	0.6	-5	-11
CC(C)(C)c1ccc(C2(C)NC(=O)N(CC(=O)NCc3cccs3)C2=O)cc1 (stereo not drawn)
    4	-3	-2	-16	13	-5	0.7	-2	-15
CCCc1cc(C(=O)Nc2ccc(F)cc2F)no1
    0	-12	-4	-10	7	-1	0.5	-6	-11
COc1ccc([N+](=O)[O-])cc1NC(=O)C(C)OC(=O)c1cccnc1Cl (stereo not drawn)
    2	8	-13	-14	1	-10	1.0	-7	1
CCOC(=O)C1=C(C)OC(=Cc2ccc(OC)cc2)C1=O
    1	-18	-7	/	4	/	0.8	-2	-8
COc1ccc(/C(C)=N/N=C(N)N)c(O)c1
    0	-5	-4	-3	1	12	-0.2	-3	-3
C=CCNC(=O)CCCOc1cc(C)ccc1C
    -1	1	-13	-9	6	-4	0.9	-7	-2
Cn1c(=O)c2cc(NC(=O)CCc3ccc(O)cc3)ccc2n1Cc1cccc(C(F)(F)F)c1
    5	0	-8	/	6	/	2.0	-1	-11
COC(=O)c1ccc(OCCCCN2CC(C)OC(C)C2)cc1 (stereo not drawn)
    9	-10	-12	-16	-15	-11	2.7	-3	23
O=C(Nc1nnc(-c2cccnc2)o1)c1ccccc1Cl
    1	-4	-15	-2	11	5	0.8	-3	-12
CC(C)(O)c1nnn(-c2ccccc2)c1C(F)(F)F
    1	-4	7	-10	13	1	-0.2	1	5
C=CCn1c(=NC(=O)c2cc(-c3cccs3)nc3ccccc23)sc2cc(S(N)(=O)=O)ccc21
    4	12	-2	-5	8	-3	2.1	0	-11
FC(F)(F)c1ccc2c(c1)nc1n2CCCC1
    1	-5	-11	-11	-2	3	1.0	-6	0
Cc1ccc(CNC(=O)Cn2cnc3c(NCc4ccccc4)ncnc32)o1
    1	1	-7	3	3	/	0.5	-3	-8
N#Cc1ccccc1NC(=O)c1ccc2c(Cl)c3c(nc2c1)CCCC3
    0	3	4	-18	11	-5	-0.3	1	-6
COc1ccc(CCNCC(=O)Nc2ccc(C)c(Br)c2)cc1OC
    7	0	-3	-18	2	-5	1.1	0	-5
CCOc1ccc2[nH]c(=S)[nH]c2c1
    1	0	-1	-14	-4	-16	0.2	-3	-12
CCCOc1cc(NCc2ccccc2)c2ncn(C(C)C)c2c1
    20	-9	-16	-30	10	0	1.3	8	5
C=CCOc1cccc(CNn2cn[nH]c2=S)c1
    -1	2	-16	1	8	-6	0.1	-4	-4
CCCCCCCNc1nc(Cl)nc(NCCO)n1
    0	1	-17	-13	5	-6	0.2	-10	-3
COCCCNC(=S)N1CCN(c2ccc([N+](=O)[O-])cc2)CC1
    7	6	-8	0	1	-8	7.2	-6	1
CCN1CC2CCCC3(C1)C(=O)NC1(CCCCC1)N=C23 (stereo not drawn)
    1	-2	-4	-2	7	2	1.5	-6	-7
C=CCN(C(=O)CNC(=O)c1ccco1)C(C(=O)NC1CCCCC1)c1ccc(F)cc1 (stereo not drawn)
    1	5	-8	-21	8	-7	0.1	-4	-10
Cc1ccc(C(=O)Nc2c(C(=O)N3CCOCC3)cnn2-c2ccccc2)cc1
    -1	0	1	-4	-1	-3	-0.3	-4	5
CC1CCCCC1NC(=O)CSc1ncnc2sccc12 (stereo not drawn)
    3	9	-7	/	2	/	3.4	-2	-5
Cc1csc(OCC(=O)Nc2ccc(C)c(C)c2)n1
    1	1	-10	12	2	-5	0.6	-2	-7
Cc1cccc(C)c1N(CC(=O)Nc1cc(Cl)ccc1Oc1ccccc1)S(C)(=O)=O
    -1	8	17	-5	1	-1	0.0	-1	0
N#CC(C(=O)OCc1ccccc1)c1nc2ccccc2nc1N1CCOCC1 (stereo not drawn)
    1	5	-15	-22	7	3	0.8	-4	-14
COC(Cn1cc(C)c(=O)[nH]c1=O)OC
    2	-1	-14	-1	11	1	12	-5	-6
C#CCOc1c(Br)cc(/C=N\NC(=O)CN2CCOCC2)cc1OCC
    7	-1	-6	-16	9	-17	2.5	-1	-9
COc1ccc(CCC(=O)Nc2ccc(N3CCOCC3)c(S(=O)(=O)Nc3ccc(OC)cc3)c2)cc1
    6	2	-5	/	2	/	0.8	1	3
COc1ccc(CNC(=O)c2ccc(S(=O)(=O)N3CC(C)CC(C)C3)cc2)cc1OC (stereo not drawn)
    2	-17	-22	/	6	/	0.7	-6	-6
CCc1ccc2oc(C(=O)NCCc3ccc(S(N)(=O)=O)cc3)cc(=O)c2c1
    1	7	-2	-11	4	1	1.0	-5	1
CCCNC(=O)C1(C)CCCN(C(=O)c2ccc(OC)cc2OC)C1 (stereo not drawn)
    4	-3	1	/	9	/	-0.4	0	-7
Cc1ccc(CN2CCN(CC(=O)NCCCN3CCN(c4ccc(F)cc4)CC3)C2=O)cc1
    6	9	-7	-30	-5	-10	6.0	-5	14
COc1ccc(NC(=O)Nc2cccc3c2O[C@@H](CN(C)CC2CCCCC2)[C@@H](C)CN([C@H](C)CO)C3=O)cc1
    0	3	3	-12	10	8	-0.2	-8	-12
O=C(COC(=O)/C=C/c1ccccc1Cl)NC(=O)Cc1ccccc1
    1	2	-16	-8	7	-3	0.1	-1	0
CCCOc1cccc(OCCSc2nc(C)cc(=O)[nH]2)c1
    -2	15	-1	-14	-4	3	0.0	-5	10
Cc1cc(C(=O)OCC(N)=O)c(C)n1-c1ccccc1
    1	-4	0	-7	7	-18	1.0	-4	-6
O=C(Nc1ccc(N2CCN(C(=O)c3cccs3)CC2)cc1)c1cccc(F)c1
    9	-13	1	-19	17	-8	2.7	2	-14
Cn1c(N)c(C(=O)COC(=O)c2cc(S(=O)(=O)N3CCCCC3)ccc2Cl)c(=O)n(C)c1=O
    6	-4	-13	-34	0	-9	3.7	-9	3
COc1ccc(C=C2c3ccccc3C(=O)c3ccccc32)c(OC)c1
    -1	-1	-2	-12	-3	-3	1.0	-3	1
CC(=O)c1ccc(OC(=O)COc2ccccc2)cc1
    0	-1	-6	-2	16	-4	0.4	-2	-19
CCN(CC)Cc1cc(C(=O)O)c(-c2ccccc2)o1
    0	-12	-4	-4	10	-4	-0.5	-2	-12
O=C(CSC1=NCCN1)NC(c1ccccc1)c1ccccc1
    1	15	-26	4	-16	-3	2.0	-8	17
COc1ccc(NC(=O)c2ccco2)cc1NC(=O)c1cccc(OC(C)C)c1
    6	-6	13	-21	0	2	1.7	0	9
Cc1ccc(-c2nc(NCC3CCCO3)sc2C)cc1 (stereo not drawn)
    0	6	1	-29	6	0	0.1	-5	-3
COc1cccc(N2CN(C3CCCCC3)CNC2=S)c1
    20	2	-8	-14	-2	0	4.5	-3	9
CC(C)NC(=O)C1CC(=O)N(CCc2ccc(F)cc2)C1 (stereo not drawn)
    -1	9	-4	/	-3	/	0.4	-3	3
O=C(COC(=O)CSc1ccc(Br)cc1)NCc1ccco1
    1	3	13	2	3	0	0.8	-5	9
Cc1[nH]nc2c1C(c1ccsc1C)C(C#N)=C(N)O2 (stereo not drawn)
    1	-2	-7	-6	-1	-5	0.2	-6	6
O=C1c2[nH]c(=O)[nH]c(=O)c2CN1Cc1ccccc1
    0	4	5	/	-7	/	-0.4	-1	15

Later entries
Every second line gives: M4 ag	M4 antag	CHO-K1 Ca antag	CHO parental Ca	M1 PAM	OXTR potentiator	CHO-K1 Ca ag	M1 ag	M1 antag
COC1Cc2ccccc2N(C(N)=O)c2ccccc21 (stereo not drawn)
    1	-1	0	-9	6	-2	6.3	3	-6
COc1cc(Cl)cc(C2NC(=O)NC(C)=C2C(C)=O)c1OCC(=O)O (stereo not drawn)
    1	5	-17	0	9	2	-0.3	1	-14
CCn1c(SCc2ccc(C)cc2)nnc1-c1cnccn1
    0	-3	-2	-10	7	-8	0.1	-5	-1
O=C(Oc1cc(=O)oc2ccccc12)c1ccco1
    2	-6	4	15	1	-5	0.3	-3	-4
CS(=O)(=O)N(CCC#N)Cc1ccc(/C=C2\C(=O)Nc3ccccc32)o1
    5	3	-11	-11	11	-6	2.9	-2	-13
N#CC(c1nc2ccccc2nc1N1CCOCC1)S(=O)(=O)c1ccccc1 (stereo not drawn)
    1	7	-14	-19	-10	-3	2.2	-1	15
CS(=O)(=O)N1CCCCC1CCN1CCCCC1 (stereo not drawn)
    0	-4	-5	/	1	/	0.8	-8	-2
CN(C)S(=O)(=O)c1cccc(C(=O)OCC(=O)Nc2sccc2C(N)=O)c1
    30	38*	20	0	-12	-25	21*	3	37*
Cc1cccc(C(=O)NNC(=O)c2ccc(Cl)cc2)c1O
    1	-5	11	-12	-1	-6	0.4	-3	-5
Cc1cccc(N2CCN(C(=O)c3ccc(CS(=O)(=O)c4ccccc4C)o3)CC2C)c1 (stereo not drawn)
    19	23	-1	-1	-13	-6	5.0	2	14
O=C(COc1ccccc1)Nc1ccc(S(=O)(=O)N2CCOCC2)cc1
    3	-11	-1	-7	-4	-13	1.1	2	16
COc1ccc(S(=O)(=O)N2CCC(C(=O)NCc3ccncc3)CC2)cc1OC
    0	13	0	8	11	-8	0.5	0	-7
c1ccc(SCc2nc(-c3ccccn3)no2)cc1
    0	-6	0	-7	12	0	0.4	-3	-5
COc1ccccc1NC(=O)Nc1cccc(NC(C)=O)c1
    3	-18	-1	-5	7	-10	1.4	-2	-13
